HTT cytoprotect = qHTS Multiplex Assay to Identify Dual Action Probes in a Cell Model of Huntington: Cytoprotection (ATP); PC12 HTT-Q103 induced, cytoprotection, ATP luminescence, 40 h; Potency, µM (doses to about 56.4 µM), inactives show cytoprotection (ATP increase), actives largely listed as activators; 230,000 tested, 0.14% active; AID 1471, 2008;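 also: % of control where 0% means no effect; nearly all actives have a fitted effect of over 45% in size; toxic huntingtin expression switched on by the ecdysone agonist tebufenozide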
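Stable PC12 Q103-GFP cells in serum-supplemented, phenol red-free DMEM; induction by tebufenozide at 100 nM final; compound dose series; cell viability quantified luminescently from ATP.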
Tau fluor cs = Counterscreen qHTS for Inhibitors of Tau Fibril Formation, Fluorescence Polarization. 280,000 tested, 0.93% active. Potency, µM (series often up to 57.7 µM), without a hit: at the top dose activity change, negative = decrease. tau K18 P301L Alexa594 fluorescence, heparin fibrillization; also: % is scaled to controls: 0 for no effect and ±100 for the full control effect; nearly all actives have a fitted effect of over 55% in size
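Human K18 P301L tau (15 uM unlabeled plus 0.24 uM Alexa 594-labeled, final) in 100 mM sodium acetate pH 7 was mixed with compound and 20 uM heparin and incubated 6 hr at 37 C.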
SMN2 splice enh = qHTS Assay for Enhancers of SMN2 Splice Variant Expression; HEK293 SMN2-luciferase splicing reporter, luminescence, 30-36 h; Potency, µM (titrated, usually from 46.1 µM), for the others: at the top dose activity change, positive = activation, actives largely listed as activators; 210,000 tested, 2.8% active; also: % of control where 0% means no effect; nearly all actives have a fitted effect of over 55% in size
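HEK293 cells carry an SMN2 minigene-luciferase reporter in which exon 7 inclusion puts luciferase in frame. Cells were seeded at 2000 cells/well, attached for 10-12 hours, then exposed to compounds for 30-36 hours at 37C before ONE-Glo luminescence.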
ALDH1A1 block = qHTS Assay for Inhibitors of Aldehyde Dehydrogenase 1 (ALDH1A1); Aldehyde dehydrogenase 1A1 (Homo sapiens), P00352; Purified ALDH1A1, NADH fluorescence, propionaldehyde substrate; Potency, µM (highest dose often 75.3 µM), inactives show at the highest dose activity, negative = inhibition, actives largely listed as inhibitors; 220,000 tested, 7.3% active; AID 1030, 2008; active = well fitted inhibition curve with a large enough effect, not every such curve was filed as active; inconclusive = small, poorly fitted or top-dose-only effect, or another doubt; inactive = no such curve, though single readings can be large or run the other way;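 also: plate controls were no enzyme wells and a reference inhibitor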
Target sequence (P00352 whole entry, looked up): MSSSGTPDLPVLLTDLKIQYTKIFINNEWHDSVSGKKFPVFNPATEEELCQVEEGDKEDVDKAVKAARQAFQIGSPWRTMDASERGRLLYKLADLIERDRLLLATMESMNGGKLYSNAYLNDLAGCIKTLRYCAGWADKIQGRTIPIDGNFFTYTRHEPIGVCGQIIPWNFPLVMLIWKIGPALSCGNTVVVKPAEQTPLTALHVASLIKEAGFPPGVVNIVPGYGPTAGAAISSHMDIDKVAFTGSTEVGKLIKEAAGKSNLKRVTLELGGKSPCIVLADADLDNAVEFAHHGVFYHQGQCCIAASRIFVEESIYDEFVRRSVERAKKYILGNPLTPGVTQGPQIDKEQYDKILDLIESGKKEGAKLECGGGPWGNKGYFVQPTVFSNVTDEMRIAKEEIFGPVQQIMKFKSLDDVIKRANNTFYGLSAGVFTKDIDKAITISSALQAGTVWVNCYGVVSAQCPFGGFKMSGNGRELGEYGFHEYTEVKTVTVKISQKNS
JMJD2E inh = qHTS Assay for Inhibitors of Human Jumonji Domain Containing 2E (JMJD2E); JMJD2E catalytic domain, FDH-coupled NADH fluorescence (FDH is formaldehyde dehydrogenase); AID 2147, 2009; Potency, µM (doses to about 57.1 µM), inactives show at the top dose activity change, negative = inhibition, hits mostly inhibitors; 230,000 tested, 1.6% active; Lysine-specific demethylase 4E (Homo sapiens), B2RXH2; active = well fitted inhibition curve with a large enough effect, not every such curve was filed as active; inconclusive = small, poorly fitted or top-dose-only effect, or another doubt; inactive = no such curve, though single readings can be large or run the other way;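 also: 0% = wells with enzyme and -100% = buffer wells without enzyme; nearly all actives have a fitted effect of over 50% in size; many of its hits are not listed in these tables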
Target sequence (B2RXH2 1-337 limits assumed): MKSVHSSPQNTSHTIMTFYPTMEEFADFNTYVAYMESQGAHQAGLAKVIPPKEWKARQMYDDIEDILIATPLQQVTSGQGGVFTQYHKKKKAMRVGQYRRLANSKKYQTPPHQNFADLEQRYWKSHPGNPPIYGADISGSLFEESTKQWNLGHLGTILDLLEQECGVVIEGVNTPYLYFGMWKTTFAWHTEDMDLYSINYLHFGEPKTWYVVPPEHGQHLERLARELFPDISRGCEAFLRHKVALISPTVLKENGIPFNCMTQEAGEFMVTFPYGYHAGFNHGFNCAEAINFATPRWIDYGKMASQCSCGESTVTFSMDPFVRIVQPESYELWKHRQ
Tau fibril ThT = qHTS for Inhibitors of Tau Fibril Formation, Thioflavin T Binding; Microtubule-associated protein tau (Homo sapiens), P10636; recombinant tau K18 P301L, heparin-induced fibrillization, ThT fluorescence; Potency, µM (series often up to 57.4 µM), inactives show at the highest dose activity, negative = inhibition, actives largely listed as inhibitors; 270,000 tested, 2.1% active; also: % is scaled to controls: 0 for no effect and ±100 for the full control effect; nearly all actives have a fitted effect of over 55% in size
Target sequence (P10636 561-689 P618L limits assumed): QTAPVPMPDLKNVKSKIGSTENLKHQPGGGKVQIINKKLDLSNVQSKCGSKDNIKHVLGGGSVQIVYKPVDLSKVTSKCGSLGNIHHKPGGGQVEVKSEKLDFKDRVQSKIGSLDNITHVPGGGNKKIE
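K18 P301L tau (15 uM + 0.24 uM Alexa 594-tagged), heparin 20 uM, NaOAc pH 7, 6 h 37 C; ThT 30 uM, 1 h RT, ex 450/em 510 nm.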
HTT aggregate = qHTS Multiplex Assay to Identify Dual Action Probes in a Cell Model of Huntington: Aggregate Formation (GFP); PC12 HttQ103-GFP aggregates, Acumen cytometry, 40 h; Potency, µM (titrated, usually from 46.1 µM), without a hit: top-dose activity change, negative = inhibition, hits mostly inhibitors; 220,000 tested, 1.1% active; also: % is scaled to controls: 0 for no effect and ±100 for the full control effect; nearly all actives have a fitted effect of over 60% in size
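Ecdysone-promoter PC12 model expressing HTT exon 1 Q103 fused to GFP, induced by tebufenozide at 100 nM final. Compounds titrated; aggregates sized 1–25 µm scored on a 488 nm laser cytometer.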
Tau fibril FP = qHTS for Inhibitors of Tau Fibril Formation, Fluorescence Polarization; 280,000 tested, 0.39% active; K18 P301L tau heparin fibrillization, Alexa594 FP, 6 h; AID 1468, 2008; Potency, µM (titrated, usually from 57.7 µM), for the others: top-dose activity, negative = inhibition, hits mostly inhibitors; also: % is scaled to controls: 0 for no effect and ±100 for the full control effect; nearly all actives have a fitted effect of over 55% in size
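Heparin (20 uM) drove fibril formation of recombinant tau K18 P301L, 15 uM unlabeled with 0.24 uM Alexa 594 label, for 6 hr at 37 C in 100 mM sodium acetate pH 7. Fluorescence polarization (555/632 nm) read 1 hr after 30 uM ThT.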
* = called active by the depositor; ? = inconclusive; · = no result given; [ ] = dose if it differs, or a comment. Unless noted, calls follow the shape of the dose curve; as a rule, active = well fitted curve in the direction sought with a large enough effect; inconclusive = small, poorly fitted or top-dose-only effect, or another doubt; inactive = no such curve, though single readings can be large; an effect the other way counts as inactive or inconclusive. Potency is read from the fitted curve at half-maximal effect. Not all compounds are listed, so the mix of outcomes need not match the whole.

SMILES	HTT cytoprotect	Tau fluor cs	SMN2 splice enh	ALDH1A1 block	JMJD2E inh	Tau fibril ThT	HTT aggregate	Tau fibril FP
Cc1cc(NC(c2cccnc2)c2ccc3cccnc3c2O)no1 (stereo unspecified)	-86%[inhibitor]	-9%	-101%[inhibitor]	-1%	?	?	?	8%
CN1Cc2ccccc2CC1CNCc1c(C(=O)N2CCCC2)nc2ccccn12 (stereo unspecified)	6%	-1%	·	?	7%	-7%	2%	0%
O=C(COc1ccc(Cl)cc1)Nc1nc(-c2cccs2)cs1	-16%[10 µM]	?	12%	-4%	9%	?	-10%	?
CC1CCN(S(=O)(=O)c2ccc3c(c2)N(CC(=O)NCCCOC(C)C)C(=O)CO3)CC1	·	-2%	8%	·	·	2%	·	-2%
O=C1NC(CCc2ccccc2)C(=O)N1CCOc1cccc(Br)c1 (stereo unspecified)	-30%	-23%	-18%	?	-1%	-10%	?	-2%
CCOC(=O)C1C(=O)NC(N2CCCCC2)=NC1c1ccccc1 (stereo unspecified)	8%	-3%	27%	11%	5%	-6%	8%	-5%
C=CCN(c1ccc(C(=O)N2CCCC2)cc1)S(C)(=O)=O	16%[10 µM]	12%	-22%	-8%	-4%	11%	11%	1%
CCOC(=O)C1=C(CSc2n[nH]c(N)n2)NC(=O)NC1C (stereo unspecified)	-14%[10 µM]	3%	-10%	2%	0%	-3%	-9%	4%
CCOc1ccc(NC(=O)NCC2CCN(c3ccc(OC)cc3)C2)cc1 (stereo unspecified)	3%	?	-7%	?	-12%	?	28%[9.22 µM]	16%
Cc1ccc(C)c(NC(=O)Cn2c(=O)oc3cc(S(=O)(=O)NCc4ccccc4)ccc32)c1	·	-18%	-18%	·	·	-5%	·	?
Cc1cc(=O)n(C)c(=O)n1CCCCCOc1cccc([N+](=O)[O-])c1	-25%	-6%	-16%	-7%	-5%	-14%	-13%	0%
CC1(C)CC(=O)C(C=NCCN2CCN(CC(=O)Nc3ccc(F)cc3)CC2)=C(O)C1	5%[10 µM]	-3%	·	·	-4%	-5%	6%[9.22 µM]	-4%
Cc1ccc(OCC(O)CN2CC3(C)CC2CC(C)(C)C3)cc1 (stereo unspecified)	-11%[10 µM]	-3%	-17%	?	?	-1%	3%	0%
COc1ccc(NC(=O)Nc2ccc(N3CCOCC3)c3nonc23)c(OC)c1	·	-21%	7%	-7%	-14%	?	1%	-10%
CC1CCN(c2ccccc2NC(=S)NC(=O)C(C)(C)C)CC1	·	-10%	-11%	1.3µM*	-9%	-3%	0%	1%
CCCCCCC(C)NC(=S)Nc1cc(S(=O)(=O)N(C)C)ccc1C (stereo unspecified)	0%[10 µM]	?	-21%	?	-9%	-2%	-6%	-13%
COC(=O)c1ccc(NC(=S)NNC(=O)c2ccccc2)cc1	21%[10 µM]	-24%	·	8.9µM*	-57%	?	21%[9.22 µM]	-1%
O=C(Cn1cnc([N+](=O)[O-])n1)NCCO	8%[10 µM]	1%	·	5%	5%	-2%	-4%[9.22 µM]	-5%
Cc1ccc(-c2nc3sccn3c2Nc2ccccc2C)cc1	·	?	-5%	·	·	-11%	·	13%
CN(C)C(=O)Cn1nc(-c2ccccc2)c2ccccc2c1=O	-3%	-2%	?	-7%	13%	-2%	8%	-1%

Reformatted with two lines to a compound: 8 of the compounds above.
Value order: HTT cytoprotect, Tau fluor cs, SMN2 splice enh, ALDH1A1 block, JMJD2E inh, Tau fibril ThT, HTT aggregate, Tau fibril FP
> Cc1ccc(OCC(O)CN2CC3(C)CC2CC(C)(C)C3)cc1 (stereo unspecified)
→ -11%[10 µM], -3%, -17%, ?, ?, -1%, 3%, 0%
> COc1ccc(NC(=O)Nc2ccc(N3CCOCC3)c3nonc23)c(OC)c1
→ ·, -21%, 7%, -7%, -14%, ?, 1%, -10%
> CC1CCN(c2ccccc2NC(=S)NC(=O)C(C)(C)C)CC1
→ ·, -10%, -11%, 1.3µM*, -9%, -3%, 0%, 1%
> CCCCCCC(C)NC(=S)Nc1cc(S(=O)(=O)N(C)C)ccc1C (stereo unspecified)
→ 0%[10 µM], ?, -21%, ?, -9%, -2%, -6%, -13%
> COC(=O)c1ccc(NC(=S)NNC(=O)c2ccccc2)cc1
→ 21%[10 µM], -24%, ·, 8.9µM*, -57%, ?, 21%[9.22 µM], -1%
> O=C(Cn1cnc([N+](=O)[O-])n1)NCCO
→ 8%[10 µM], 1%, ·, 5%, 5%, -2%, -4%[9.22 µM], -5%
> Cc1ccc(-c2nc3sccn3c2Nc2ccccc2C)cc1
→ ·, ?, -5%, ·, ·, -11%, ·, 13%
> CN(C)C(=O)Cn1nc(-c2ccccc2)c2ccccc2c1=O
→ -3%, -2%, ?, -7%, 13%, -2%, 8%, -1%

(listing goes on)
SMILES	HTT cytoprotect	Tau fluor cs	SMN2 splice enh	ALDH1A1 block	JMJD2E inh	Tau fibril ThT	HTT aggregate	Tau fibril FP
CC1=C(C(=O)OCC(Cl)(Cl)Cl)N2C(=O)C(NC(=O)Cc3ccccc3)C2SC1 (stereo unspecified)	-9%[10 µM]	-8%	·	?	3%	-2%	-4%[9.22 µM]	7%
CCOC(=O)c1c(-c2cccs2)csc1NC(=O)CCCC(=O)O	-2%	4%	8%	-5%	-11%	-7%	7%	3%
CC(=O)Nc1c(C(=O)N2CCN(c3ccccn3)CC2)cnn1-c1ccc(C)cc1	·	-5%	-16%	?	?	-8%	?	-2%
CCOC(=O)C(NC(=O)c1ccccc1Cl)(Nc1sc2c(c1C(N)=O)CCC2)C(F)(F)F (stereo unspecified)	-8%[10 µM]	-11%	·	-16%	-10%	?	?	-8%
COc1cc(O)c(C(CCN2CCN(c3ccccc3)CC2)c2ccc(N(C)C)cc2)c(OC)c1 (stereo unspecified)	-9%[10 µM]	?	·	·	-26%	?	-32%[9.22 µM]	?
CCN(CC)S(=O)(=O)c1ccc(S(=O)(=O)Nc2cc3c(cc2C(C)=O)OCO3)cc1	13%[10 µM]	-19%	·	3.2µM*	1%	5%	2%	4%
Cc1cc(/C=C2/C(=O)NN(c3ccccc3)C2=O)c(C)n1-c1ccc(O)cc1	14%[0.074 µM]	-22%	-77%[inhibitor]	?	-7%	13µM*	21%	11%
NC(=O)CSc1nnc(-c2ccccn2)n1Cc1ccco1	-5%[10 µM]	-1%	·	·	5%	-10%	2%[9.22 µM]	3%
O=c1c2c3c(sc2ncn1/N=C/c1ccc(Br)o1)CCCC3	-20%	-29%	·	0%	-5%	-6%	13%	3%
CCC(Sc1nc(=O)cc(N)n1CCc1ccccc1)C(=O)Nc1ccccc1C#N (stereo unspecified)	17%	-6%	0%	-5%	-11%	-1%	-6%	-5%
Cc1ccsc1C(=O)Nc1n[nH]c(C(F)(F)F)n1	4%[10 µM]	-9%	·	·	1%	?	-16%[9.22 µM]	9%
COc1ccc(-c2noc(CSc3nnc(C)n3-c3ccc(C)cc3)n2)cc1OC	·	-18%	-8%	·	·	-10%	·	-7%
Cc1cc(C)c(C)c(S(=O)(=O)NC(C(=O)O)C(C)C)c1C (stereo unspecified)	-43%[inhibitor]	3%	0%	1%	?	8%	23%	-9%
CSc1ccccc1NC(=O)Cn1nnc(-c2ccc(S(C)(=O)=O)cc2)n1	10%[10 µM]	3%	22%	10%	2%	1%	13%	3%
CC1CN(Cc2nc3c(c(=O)n(C)c(=O)n3C)n2CCN2CCOCC2)CC(C)O1 (stereo unspecified)	-23%[0.074 µM]	5%	1%	7%	6%	6%	19%	3%
N/C(=N\S(=O)(=O)c1ccc(Cl)s1)c1ccccc1	?	-6%	2%	-7%	-27%	-3%	-25%	-4%
CC1CCCCC1NC(=O)/C(C#N)=C/c1ccc(OCC(N)=O)cc1 (stereo unspecified)	10%[10 µM]	-1%	·	-5%	-10%	-8%	24%	9%
N#CC1(NC(=O)COc2ccc3oc4ccccc4c3c2)CCCCC1	-5%[10 µM]	-1%	-11%	-5%	-4%	0%	-2%	6%
COc1ccc(NC(=S)N2CCCCC2c2cccnc2)cc1 (stereo unspecified)	-19%[10 µM]	?	·	·	10%	·	-10%[9.22 µM]	1%
N#CCCN1CCN(Cc2cc(-c3ccccc3)ccc2O)CC1	-10%	-14%	-22%	?	-7%	-1%	4%	9%
CC12CCC(C(=O)NCc3ccccc3Cl)(CC1=O)C2(C)C (stereo unspecified)	-29%	6%	7%	-4%	-10%	2%	18%	0%
Cc1ccc(S(=O)(=O)Nc2n[nH]nc2C(=O)NC2CCCCC2)cc1	-2%	2%	-1%	3%	1%	-6%	15%	3%
Cc1cc(C)n(-c2ncnc3sc4c(c23)CCCC4)n1	49%	-1%	2%	?	?	-11%	-4%	3%
CCc1nnc(NC(=O)c2ccc(NC(=O)C(C)C)cc2)s1	-3%[10 µM]	5%	·	10%	-21%	1%	-11%[9.22 µM]	1%
COc1ccc(-c2nnc(SCC(=O)OC3CCCCC3)o2)cc1OC	14%[10 µM]	-9%	1%	?	-5%	-10%	0%	-6%
CS(=O)(=O)NNC(=O)Cn1nnc(-c2cc(C(F)(F)F)cc(C(F)(F)F)c2)n1	5%[10 µM]	-4%	·	·	-1%	·	-3%[9.22 µM]	-10%

Compound activity as filed in PubChem.
